Screening results from PubChem BioAssay.
AMPAR-TARP mod: modulates AMPAR-stargazin complexes. O88602+P19491. HEK293 GluA2+stargazin, membrane potential dye (FDSS), glutamate EC50; hits were called plate by plate, in both directions. calls only at 30 µM. 3.5% of 40,000 active;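 active = any of four per-well response measures lying three or more SD from its plate-wide compound average, in either direction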
Target sequence (O88602 whole entry, looked up): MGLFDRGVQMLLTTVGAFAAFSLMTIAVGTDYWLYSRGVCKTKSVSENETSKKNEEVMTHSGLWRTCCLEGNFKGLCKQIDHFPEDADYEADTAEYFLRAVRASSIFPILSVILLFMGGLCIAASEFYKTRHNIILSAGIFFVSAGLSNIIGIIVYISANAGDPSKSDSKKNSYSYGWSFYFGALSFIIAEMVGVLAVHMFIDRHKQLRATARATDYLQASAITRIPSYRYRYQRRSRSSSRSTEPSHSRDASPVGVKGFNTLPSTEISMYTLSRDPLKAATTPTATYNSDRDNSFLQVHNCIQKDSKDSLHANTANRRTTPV
Target sequence (P19491 whole entry, looked up): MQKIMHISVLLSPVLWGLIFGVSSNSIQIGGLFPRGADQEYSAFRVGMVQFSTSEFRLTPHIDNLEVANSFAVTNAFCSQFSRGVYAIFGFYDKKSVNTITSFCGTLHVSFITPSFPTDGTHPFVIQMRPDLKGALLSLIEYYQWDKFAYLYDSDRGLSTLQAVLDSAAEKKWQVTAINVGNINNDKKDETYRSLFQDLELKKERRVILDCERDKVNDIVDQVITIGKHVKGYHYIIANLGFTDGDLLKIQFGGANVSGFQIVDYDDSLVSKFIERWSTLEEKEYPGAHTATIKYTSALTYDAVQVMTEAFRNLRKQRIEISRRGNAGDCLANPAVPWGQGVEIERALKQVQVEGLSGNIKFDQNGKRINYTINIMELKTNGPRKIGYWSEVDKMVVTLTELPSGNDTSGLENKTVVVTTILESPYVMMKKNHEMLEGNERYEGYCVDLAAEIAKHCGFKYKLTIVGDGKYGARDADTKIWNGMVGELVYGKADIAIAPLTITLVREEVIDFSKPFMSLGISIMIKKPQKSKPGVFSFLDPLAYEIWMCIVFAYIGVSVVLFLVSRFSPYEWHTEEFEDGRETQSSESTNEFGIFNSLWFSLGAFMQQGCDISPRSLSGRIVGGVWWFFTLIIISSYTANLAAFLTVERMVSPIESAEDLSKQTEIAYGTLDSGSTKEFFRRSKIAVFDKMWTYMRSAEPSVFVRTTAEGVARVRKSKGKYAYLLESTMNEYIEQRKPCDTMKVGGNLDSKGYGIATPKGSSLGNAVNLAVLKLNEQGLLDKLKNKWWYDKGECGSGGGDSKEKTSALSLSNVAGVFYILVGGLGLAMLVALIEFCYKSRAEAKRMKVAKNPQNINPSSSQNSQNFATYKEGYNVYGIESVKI
AMPAR-TARP mod agonism max-min: second read-out of AMPAR-TARP mod, no call of its own (marks repeat the call); compound max-min signal; compound-alone response (agonism);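 unitless range of fluorescence divided by baseline over first 100 seconds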
AMPAR-TARP mod glutamate slope: further read-out of AMPAR-TARP mod, marked with its call; glutamate slope, % of max; measured here: glutamate response slope, % max;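 scaled per plate between vehicle wells and maximal 1 mM glutamate control wells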
* = called active by the depositor; i = inactive; + = active, no number; & = joins results of further samples.

SMILES	AMPAR-TARP mod	AMPAR-TARP mod agonism max-min	AMPAR-TARP mod glutamate slope
CCc1ccc(NC(=O)NCCNc2ccc(C)nn2)cc1	i	0.0928	49.9
Cc1ccc(C(=O)NCCOc2ccc3nnc(-c4ccccc4Cl)n3n2)cc1	i	0.0299	33.4
O=C1CC(c2cccc(F)c2)Sc2nc(-c3ccc(F)cc3)nn21 (configuration not stated)	i	0.0638	37.1
Cc1nnc2ccc(S(=O)(=O)N(Cc3cc(F)cc(F)c3)c3ccccc3)cn12	i	0.114	54.4
Cc1ccc(-n2ncc3c(=O)n(NC(=O)c4cc5ccccc5oc4=O)cnc32)cc1C	i	0.0756	61.5
Cc1ccc(S(=O)(=O)N2CCC(C(=O)Nc3sc4c(c3C#N)CCCCC4)CC2)cc1	i	0.0856	37.1
Cc1ccc(N2CC(C(=O)Nc3nn(C)c4c3CC(C)C(=O)N4)CC2=O)cc1C (configuration not stated)	i	0.0995	49.4
CC12CC=CCC1C(=O)N(CCC(=O)O)C2=O (configuration not stated)	i	0.0487	34.9
COC(=O)c1scc(-c2ccccc2)c1S(=O)(=O)N1CCC(C)CC1	i	0.0666	51.4
CCCS(=O)(=O)N1CCc2ccc(NC(=O)c3ccccn3)cc2C1	i	0.0984	60.9
Cc1noc(C)c1Cn1cc(-c2nc(-c3cnccn3)no2)ccc1=O	i	0.191	50.7
C=CCc1ccccc1OCC(O)CN1CCOCC1 (configuration not stated)	i	0.0747	44.5
Cc1cc(S(=O)(=O)NCC(c2ccc3c(c2)OCO3)N2CCOCC2)ccc1F (configuration not stated)	i	0.0811	74.5
CCOc1ccc(-c2ccc(OCCNS(=O)(=O)c3ccc(OC)c(OC)c3)nn2)cc1	i	0.0266	62.8
O=C(CSCc1ccccc1)Nc1nnc(-c2ccc3c(c2)CCCC3)o1	i	0.0837	37.3
Cc1noc(C)c1CC(=O)N1CCCC(c2nn(C)c(=O)n2-c2ccccc2)C1 (configuration not stated)	i	0.117	53.2
Cn1nc(-c2ccc(NS(=O)(=O)c3cc([N+](=O)[O-])ccc3Cl)cc2)ccc1=O	i	0.0799	59.4
O=C(CCc1csc(NC(=O)c2ccc[nH]c2=O)n1)Nc1ccc2c(c1)OCCO2	i	0.123	54.3
CC(O)(CNC(=O)/C=C/c1cccs1)c1ccccc1 (configuration not stated)	i	0.0942	61.4
CS(=O)(=O)N1CCC(CNC(=O)c2ccc3nsnc3c2)CC1	i	0.0762	34.6
COc1ccc(CCNC(=O)NCC2(O)CCc3ccccc32)cc1 (configuration not stated)	i	0.0685	56.9
O=C(O)CC1C(=O)NCCN1Cc1cccc(Oc2ccccc2)c1 (configuration not stated)	i	0.0403	60.8
COc1ccc(S(=O)(=O)Nc2ccc3c(c2)N(S(C)(=O)=O)CCC3)cc1F	i	0.114	68.0
CCOc1cc(C(=O)Nc2ccc(N3CCCCS3(=O)=O)cc2)cc(OCC)c1OCC	i	0.104	67.7
COc1ccc(CC(=O)Nc2ccc(N3CCCC3=O)c(C)c2)cc1OC	i	0.0991	43.7
Cc1ccc(-c2ccc(=O)n(CCCC(=O)NCc3ccco3)n2)cc1	i	0.0174	26.0
COc1ccc(OC)c2sc(N(CCCN3CCOCC3)C(=O)c3ccno3)nc12	i	0.113	33.8
O=C(CSc1ccc(F)cc1)Nc1ccc2scnc2c1	i	0.0742	43.4
COc1ccc(SCC(=O)Nc2nnc(-c3cccnc3)o2)cc1	i	0.0989	91.2
Cc1cc(S(=O)(=O)N2CCN(c3ccc(-c4ccc(Cl)cc4)nn3)CC2)ccc1F	i	0.138	50.3
COc1ccc(Cl)cc1C(=O)N1c2ccccc2CC1C(N)=O (configuration not stated)	i	0.0965	54.0
Cc1cccc(OCC(=O)NC(=S)Nc2ccc(Cl)cc2Cl)c1	i	0.0421	30.9
COc1ccccc1N1CCN(CC(O)COCc2ccccc2)CC1 (configuration not stated)	i	0.0384	66.4
Cc1cccc(C)c1OCC(=O)Nc1ccc(S(=O)(=O)N2CCN(C)CC2)cc1	i	0.0932	55.9
O=C(NCCCSc1ccc(Cl)cc1)Nc1ncccn1	i	0.104	51.8
O=C(NCc1cccs1)Nc1ccc(Cl)c(N2CCCS2(=O)=O)c1	i	0.0844	53.2
CC(C)c1ccc(NC(=O)C2CCCN(c3cnc4ccccc4n3)C2)cc1 (configuration not stated)	i	0.128	79.4
Cc1cc([N+](=O)[O-])ccc1NC(=O)CN1C(=O)c2ccccc2S1(=O)=O	i	0.0887	53.2
Cc1cc(C)n(C(=O)c2ccc(Cl)c(S(=O)(=O)N3CCCCCC3)c2)n1	i	0.0415	83.1
CC(=O)Cn1c(=O)c2c(nc3n2CC(C)CN3c2cccc(C)c2)n(C)c1=O (configuration not stated)	i	0.0695	20.1
O=C(CCCCn1c(=O)[nH]c2ccccc2c1=O)N1CCN(c2ccccc2)CC1	i	0.0853	58.1
O=C(NCCCc1ccccc1)C(=O)Nc1ccc(N2CCCCS2(=O)=O)cc1	i	0.102	65.6
O=C(c1cnn(-c2ccccc2)n1)N1CCN(c2ccc(-c3cccs3)nn2)CC1	i	0.0343	33.6
CC(=O)Oc1ccc2c(=O)c(Oc3ccc(Br)cc3)coc2c1	i	0.153	69.0
COc1ccc(Cl)cc1S(=O)(=O)N1CCN(C(=O)COc2ccccc2)CC1	i	0.0774	40.5
CCCNC(=O)Cc1cc(-c2cccc(OC)c2)on1	i	0.0784	51.3
O=S(=O)(NCC(O)(c1cccs1)C1CC1)c1cccc(C(F)(F)F)c1 (configuration not stated)	i	0.215	29.7
COc1ccc(Br)c(CN2N=NC3C(=O)N(c4ccc(Cl)cc4)C(=O)C32)c1 (configuration not stated)	i	0.1	48.2
CCOC(=O)N1CCC(NC(=O)C(=O)NC(C)(C)C)CC1	i	0.134	58.9
COc1ccc(-c2nc(N)n(C(C)=O)n2)cc1	i	0.0721	28.9

Remaining list, next part
SMILES	AMPAR-TARP mod	AMPAR-TARP mod agonism max-min	AMPAR-TARP mod glutamate slope
NC(=O)c1oc2ccccc2c1NC(=O)CCCS(=O)(=O)c1ccc(Cl)cc1	i	0.117	55.2
Cn1c(SCc2nc(-c3cccc(Br)c3)no2)nc2cc3c(cc2c1=O)OCO3	i	0.0885	50.0
COCCn1nnn(-c2ccc(NC(=O)NCc3ccc(F)cc3)cc2)c1=O	i	0.115	54.2
CCSc1ccccc1C(=O)NCC(O)Cc1ccccc1 (configuration not stated)	+	0.0427*	73.8*
O=C(NCc1cccs1)NCC1(O)CCCC1	i	0.0796	64.3
C=CCOCC(O)CN1CCN(c2ccc(F)cc2)CC1 (configuration not stated)	i	0.0839	68.9
CC(C)(C)c1ccc(S(=O)(=O)N2CCN(CCO)CC2)cc1	i	0.0511	46.6
COc1ccc(OC)c(NC(=O)c2ccc(S(=O)(=O)NC3CC3)cc2)c1	i	0.145	63.2
COc1ccc2c(=O)c(Oc3ccc(C(=O)Nc4ccccc4OC)cc3)coc2c1	i	0.0482	35.9
COc1ccc(CCNC(=O)c2cccc(N3CCCS3(=O)=O)c2)cc1OC	i	0.0953	51.5
CSc1ccc(CC(=O)Nc2nnc(-c3ccc(F)cc3)o2)cc1	i	0.115	52.5
CSc1ccccc1C(=O)Nc1ccc2ncsc2c1	i	0.0381	36.5
CC1Cc2ccccc2N1C(=O)c1cc2cc([N+](=O)[O-])ccc2oc1=O (configuration not stated)	i	0.113	68.5
CCc1nc(NCC(=O)O)c2oc3ccccc3c2n1	i	0.103	57.7
O=S(=O)(NCC(c1cccs1)N1CCOCC1)c1ccc(Cl)cc1 (configuration not stated)	i	0.126	66.8
O=C(NCc1ccc2c(c1)OCO2)c1n[nH]nc1Nc1ccccc1	i	0.154	48.9
Cc1ccc(C(=O)Nn2cnc3c(cnn3C(C)(C)C)c2=O)cc1[N+](=O)[O-]	i	0.0269	43.7
CN(c1ccsc1C(=O)Nc1ccc(OC(F)(F)F)cc1)S(=O)(=O)c1ccccc1	i	0.12&0.0789	45.4&98.8
Cc1cccc(C)c1NC(=O)CCc1csc(NC(=O)c2ccco2)n1	i	0.0956	60.7
C/C=C/Cn1c(=O)c2c(nc3n2CCCN3c2cc(C)ccc2OC)n(C)c1=O	i	0.0727	47.6
O=C(CCCn1c(=S)[nH]c2ccc(Br)cc2c1=O)NCc1ccc2c(c1)OCO2	i	0.0999&0.0505	51.3&102.7
Cc1nccn1CC1CCN(S(=O)(=O)c2cccc(F)c2)CC1	i	0.0925	82.3
CC(=O)Cn1c(=O)c2c(nc3n(-c4cc(C)ccc4C)c(C)cn23)n(C)c1=O	i	0.0622	28.7
Cc1ccc2c(=O)c(-c3nc(-c4ccccc4C)no3)cn(CC(=O)NC3CCCC3)c2n1	i	0.0218	30.1
O=C(COc1ccc(Cl)cc1Cl)NCC1CCN(c2ccccn2)CC1	i	0.0703	58.4
O=C(Cc1csc(NC(=O)c2ccc[nH]c2=O)n1)NCCc1ccc(Cl)cc1	i	0.0624	30.0
CN(C)S(=O)(=O)c1ccc(C(=O)N2CC(c3nc(-c4ncccn4)no3)C2)cc1	i	0.117	51.0
Cc1ccc(-c2ccc(S(=O)(=O)Nc3ccc(F)cc3)cc2)cc1	i	0.0941	76.0
COc1ccc(N2CCN(CCCn3c(C)cn4c5c(=O)[nH]c(=O)n(C)c5nc34)CC2)cc1	i	0.119	32.2
COc1ccc(NC(=O)c2cc(-c3ccccc3OC)nc3ccccc23)c([N+](=O)[O-])c1	i	0.0869	3.6
O=C(Cc1cc(-c2ccc(Cl)cc2)on1)N1CCc2ccccc2C1	i	0.0392	29.3
CCCc1cc(=O)n(CC(=O)Nc2nc3ccc(C)cc3s2)cn1	i	0.103	63.7
CC(C)(C)c1csc(CN2CCN(S(=O)(=O)Cc3ccccc3)CC2)n1	i	0.137	54.2
O=C(NCc1nc(-c2ccccc2)no1)c1cc(Cl)ccn1	i	0.125	67.3
COc1ccc(S(=O)(=O)Nc2ccc(C(=O)Nc3sc4c(c3C(N)=O)CCC(C)C4)cc2)cc1 (configuration not stated)	i	0.0867	55.8
COc1ccc(S(=O)(=O)Nc2ccc(N3CCCCC3=O)cc2)cc1	i	0.0545	48.0
CS(=O)(=O)N1CCCCC1C(=O)Nc1nc(-c2ccccn2)cs1 (configuration not stated)	i	0.116	58.9
CCc1ccc(S(=O)(=O)N2CCC(c3ccsc3)CC2)s1	i	0.135	50.3
COc1cc(OC)cc(C(=O)Nc2nnc(-c3ccc(C)cc3C)o2)c1	+	0.255*	58.7*
O=C(c1ccc(=O)n(Cc2cccc(Cl)c2)c1)N1CCCc2ccccc21	i	0.0471	55.1
Cc1ccc(S(=O)(=O)N(CC(O)Cn2cnc3ccccc32)c2ccc(F)cc2)cc1 (configuration not stated)	i	0.126	51.7
CCOc1ccccc1NC(=O)COC(=O)c1cc(C(C)=O)n2ccccc12	i	0.0691	49.7
C#CCOCC(O)CN1CCN(c2cccc(C(F)(F)F)c2)CC1 (configuration not stated)	i	0.088	65.4
Cc1ccc([N+](=O)[O-])cc1NC(=O)c1ccc(=O)n(Cc2ccccc2)c1	i	0.0642	50.2
COc1ccc(-c2nc3scc(-c4ccc(OC)c(OC)c4)c3c(=O)o2)cc1	i	0.049	32.1
O=C(NCCOc1ccc2nnc(-c3ccccc3Cl)n2n1)c1cccc(Cl)c1	i	0.0343	62.1
CC(=O)N1CCN(c2ccnc3c2c(=O)n(CC(=O)NC2CCCC2)c(=O)n3C)CC1	i	0.099	76.9
COc1ccc(/C=C\C(=O)Nc2cc(C3CC3)nn2-c2nc(C(C)C)cc(=O)[nH]2)cc1OC	+	0.209*	58.3*
O=S(=O)(c1c(F)cccc1F)N1CCC(c2ccsc2)CC1	i	0.123	63.0
CCC(C)NC(=O)C(=O)Nc1c2c(nn1-c1ccc(Cl)cc1)CS(=O)(=O)C2 (configuration not stated)	i	0.0826	58.5

Seven structures out of the list, arranged by length of the SMILES, falling.
SMILES	AMPAR-TARP mod	AMPAR-TARP mod agonism max-min	AMPAR-TARP mod glutamate slope
Cc1ccc(C(=O)Nn2cnc3c(cnn3C(C)(C)C)c2=O)cc1[N+](=O)[O-]	i	0.0269	43.7
CCOc1ccccc1NC(=O)COC(=O)c1cc(C(C)=O)n2ccccc12	i	0.0691	49.7
O=C(NCc1ccc2c(c1)OCO2)c1n[nH]nc1Nc1ccccc1	i	0.154	48.9
CS(=O)(=O)N1CCC(CNC(=O)c2ccc3nsnc3c2)CC1	i	0.0762	34.6
COc1ccc(SCC(=O)Nc2nnc(-c3cccnc3)o2)cc1	i	0.0989	91.2
COc1ccccc1N1CCN(CC(O)COCc2ccccc2)CC1 (configuration not stated)	i	0.0384	66.4
COc1ccc(-c2nc(N)n(C(C)=O)n2)cc1	i	0.0721	28.9

Complete entries from above.
Listed for CCC(C)NC(=O)C(=O)Nc1c2c(nn1-c1ccc(Cl)cc1)CS(=O)(=O)C2 (configuration not stated) = AMPAR-TARP mod = i; AMPAR-TARP mod agonism max-min = 0.0826; AMPAR-TARP mod glutamate slope = 58.5
Listed for C#CCOCC(O)CN1CCN(c2cccc(C(F)(F)F)c2)CC1 (configuration not stated) = AMPAR-TARP mod = i; AMPAR-TARP mod agonism max-min = 0.088; AMPAR-TARP mod glutamate slope = 65.4

Continued.
SMILES	AMPAR-TARP mod	AMPAR-TARP mod agonism max-min	AMPAR-TARP mod glutamate slope
O=C(CSc1nccn2nc(-c3ccccc3)cc12)Nc1ccccc1F	i	0.168	45.7
CCc1cccc(C)c1NC(=O)c1c(-c2ccccc2Cl)noc1C	i	0.0979	58.8
Cc1ccccc1NC(=O)NC1(c2nc(-c3ccsc3)no2)CCCCC1	i	0.081	56.0
O=C(NCCc1ccccc1)N1CCN(Cc2nc(-c3ccco3)cs2)CC1	i	0.137	63.8
O=C(NCCS(=O)(=O)NCCC(c1ccccc1)c1ccccc1)c1ccccc1	i	0.115	65.0
CCOC(=O)c1ccc2c(c1)sc(=NC(=O)c1ccn(C)n1)n2CC	i	0.211	67.5

This is a subset. The share of hits here may be higher or lower than overall.
